KDM4E inh: blocks human JMJD2E demethylase activity; 230,000 tested, 1.6% active; AID 2147; JMJD2E catalytic domain, FDH-coupled NADH fluorescence (FDH is formaldehyde dehydrogenase); B2RXH2; Potency, µM (series often up to 57.1 µM), for the others: at the highest dose activity change, negative = inhibition, hits mostly inhibitors; active = well fitted inhibition curve with a large enough effect, not every such curve was filed as active; inconclusive = small, poorly fitted or top-dose-only effect, or another doubt; inactive = no such curve, though single readings can be large or run the other way;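 note: 0% = wells with enzyme and -100% = buffer wells without enzyme; nearly all actives have a fitted effect of over 50% in size; many of its hits are not listed in these tables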
Target sequence (B2RXH2 1-337 limits assumed): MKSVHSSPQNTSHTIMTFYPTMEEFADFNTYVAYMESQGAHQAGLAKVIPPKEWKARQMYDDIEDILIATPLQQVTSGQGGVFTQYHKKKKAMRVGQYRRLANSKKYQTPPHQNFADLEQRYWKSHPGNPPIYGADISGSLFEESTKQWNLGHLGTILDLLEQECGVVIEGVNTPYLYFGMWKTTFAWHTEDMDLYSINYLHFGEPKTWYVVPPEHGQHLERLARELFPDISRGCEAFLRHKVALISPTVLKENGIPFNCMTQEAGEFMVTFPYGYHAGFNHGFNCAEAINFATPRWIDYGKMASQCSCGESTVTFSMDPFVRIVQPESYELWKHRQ
Tau fibril FP: inhibitors of human tau fibril formation; K18 P301L tau heparin fibrillization, Alexa594 FP, 6 h; AID 1468; Potency, µM (titrated, usually from 57.7 µM), inactives show top-dose activity, negative = inhibition, hits mostly inhibitors; 280,000 tested, 0.39% active; note: nearly all actives have a fitted effect of over 55% in size
Target sequence (P10636 561-689 P618L limits assumed): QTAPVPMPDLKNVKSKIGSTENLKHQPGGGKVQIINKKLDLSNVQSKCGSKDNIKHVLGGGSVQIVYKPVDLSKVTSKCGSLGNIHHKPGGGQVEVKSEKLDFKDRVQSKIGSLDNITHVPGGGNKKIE
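Read-out: fluorescence polarization of Alexa 594-labeled tau (0.24 uM), 555 nm excitation, 632 nm emission. Mixtures held 15 uM unlabeled K18 P301L, compound and 20 uM heparin, pH 7 acetate buffer, incubated 6 hr at 37 C.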
RGS12 GoLoco inh: blocks human Gai1 binding to RGS12 GoLoco peptide, red readout | Gai1:RGS12 GoLoco peptide FP, rhodamine, 10 min | 230,000 tested, 0.44% active | Potency, µM (titrated, usually from 61.6 µM), for the others: at the highest dose activity, negative = inhibition, hits mostly inhibitors; active = well fitted inhibition curve with a large enough effect, not every such curve was filed as active; inactive = no such curve, though single readings can be large or run the other way; note: nearly all actives have a fitted effect of over 30% in size; many of its hits are not listed in these tables
TexasRed fluor: Texas Red fluorescence interference in TRb-SRC2 counter-screen. TRb/SRC2 Texas Red total fluorescence interference. Potency, µM (doses to about 106 µM), for inactives: top-dose fluorescence change, negative = quenching. 280,000 tested, 0.29% active. AID 1479; active = well fitted curve in either direction with a large enough effect; inconclusive = small, poorly fitted or top-dose-only effect
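Human TRb ligand-binding domain at 0.6 uM with 20 nM Texas Red SRC2 peptide in Tris buffer containing 1 uM T3 and 5% DMSO, incubated with compound 5 h at ambient temperature. Total fluorescence (555/632 nm) calculated as parallel + 2 × perpendicular.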
RECQ1 helicase: blocks DNA unwinding by human RECQ1. P46063. RECQ1 DNA unwinding, red fluorescence kinetic read. Potency, µM (titrated, usually from 57.3 µM), without a hit: top-dose activity, negative = inhibition, usual class: inhibitors. 240,000 tested, 0.54% active. AID 2549;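 note: plate controls were vehicle for no effect and no enzyme for full effect; nearly all actives have a fitted effect of over 30% in size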
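50 nM RECQ1T1 preincubated 15 min with compound in Tris pH 8.0 buffer with MgCl2, DTT, Tween-20 and 2.5 ug/ml poly(dI-dC); started with 200 nM TAMRA/BHQ-2 forked duplex and 2 mM ATP. Unwinding read as fluorescence (525/598 nm), two reads 2 h apart.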
L3MBTL1 inh: L3MBTL1 (human) inhibition | Potency, µM (series often up to 57.1 µM), for the others: at the highest dose activity, negative = inhibition, hits mostly inhibitors | 230,000 tested, 0.66% active | AlphaScreen L3MBTL1–H3K9me1 peptide binding; note: nearly all actives have a fitted effect of over 60% in size
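Read-out is AlphaScreen signal from streptavidin donor and nickel chelate acceptor beads (10 ug/mL final each) bridging L3MBTL1 (50 nM) and biotinylated K9-monomethylated H3(1-15) peptide (75 nM), after 30 min compound exposure at room temperature.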
Tau fibril ThT: blocks human tau fibril formation measured by thioflavin T. P10636. AID 1460. Potency, µM (series often up to 57.4 µM), for inactives: top-dose activity, negative = inhibition, actives largely listed as inhibitors. 270,000 tested, 2.1% active. recombinant tau K18 P301L (four-repeat tau fragment), heparin-induced fibrillization, ThT fluorescence; note: nearly all actives have a fitted effect of over 55% in size
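K18 P301L tau (15 uM + 0.24 uM Alexa 594-tagged), heparin 20 uM, NaOAc pH 7, 6 h 37 C; ThT 30 uM, 1 h RT, ex 450/em 510 nm.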
TRb-SRC2 inh: disrupts binding of human TR beta to SRC2; P10828; TRbeta-SRC2 peptide binding, fluorescence polarization; receptor liganded with 1 µM T3; 280,000 tested, 0.065% active; Potency, µM (highest dose often 106 µM), inactives show at the highest dose activity change, negative = inhibition, actives largely listed as inhibitors;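 note: plate controls were bound peptide for no effect and peptide without receptor for full effect; nearly all actives have a fitted effect of over 50% in size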
Target sequence (P10828 whole entry, looked up): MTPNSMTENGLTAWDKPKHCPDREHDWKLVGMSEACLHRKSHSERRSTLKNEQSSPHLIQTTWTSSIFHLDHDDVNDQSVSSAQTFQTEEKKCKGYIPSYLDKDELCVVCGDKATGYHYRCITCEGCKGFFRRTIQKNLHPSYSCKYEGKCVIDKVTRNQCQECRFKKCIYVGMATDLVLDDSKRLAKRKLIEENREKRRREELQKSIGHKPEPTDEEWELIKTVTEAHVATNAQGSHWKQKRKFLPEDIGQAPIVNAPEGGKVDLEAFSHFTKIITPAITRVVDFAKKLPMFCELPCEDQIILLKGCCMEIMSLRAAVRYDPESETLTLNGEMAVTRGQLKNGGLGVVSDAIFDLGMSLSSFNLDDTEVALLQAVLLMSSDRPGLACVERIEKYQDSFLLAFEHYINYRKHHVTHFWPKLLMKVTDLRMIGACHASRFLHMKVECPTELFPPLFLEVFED
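Binding of a 20-amino-acid Texas Red SRC2 peptide (20 nM) to TRb ligand-binding domain (0.6 uM) with agonist T3 at 1 uM was followed by fluorescence polarization after a 5 hr room-temperature incubation.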
Starred values were filed as active, the others as inactive; i = inactive; u = inconclusive; x = not tested or not shown; [ ] = remark or other dose. Unless noted, calls come from the whole dose curve; as a rule, active = well fitted curve in the direction sought with a large enough effect; inconclusive = small, poorly fitted or top-dose-only effect, or another doubt; inactive = no such curve, though single readings can be large; an effect the other way counts as inactive or inconclusive. Unless noted, % is set by controls: 0 for no effect and ±100 for the full control effect; potency is the fitted concentration of half-maximal effect. Not all compounds are listed. The share of hits here may be higher or lower than overall.

SMILES	KDM4E inh	Tau fibril FP	RGS12 GoLoco inh	TexasRed fluor	RECQ1 helicase	L3MBTL1 inh	Tau fibril ThT	TRb-SRC2 inh
O=C(Nc1ccc(Cl)cc1C(=O)NCC1CCCO1)c1ccco1 (stereo unspecified)	-8%	0%	-7%	0%	i	x	2%	-2%
CCOC(=O)N1CCN(C(=O)COc2ccc3c(c2)C(=O)CC2(CCN(C(C)=O)CC2)O3)CC1	u	7%	16%	-1%	-14%	-6%	-7%	-10%
Nc1ccc(C(=O)Oc2ccccc2)c(O)c1	-1%	8%	11%	-6%	-7%	x	u	3%
Cc1ccc2c(c1)c1ncnc(N3CCOCC3)c1n2C	u	-5%	7%	-2%	i	9%	-20%	-4%
COCCN1C(=O)c2[nH]nc(-c3ccccc3O)c2C1c1ccc(OCc2ccccc2)c(OC)c1 (stereo unspecified)	x	-16%	x	u	x	x	-15%	-6%
CC1=C(C(=O)Nc2ccc(Cl)cc2)C(c2ccc(C(F)(F)F)cc2)n2nnnc2N1 (stereo unspecified)	x	22µM*	x	1%	x	x	-6%	-1%
Cc1ccccc1NC(=O)c1sc2nc[nH]c(=O)c2c1C	-6%	-9%	-2%	-4%	-5%	11%	0%	-7%
NC(=O)CSc1nc2cc([N+](=O)[O-])ccc2n1-c1cccc(C(F)(F)F)c1	5%	-6%	8%	0%	i	-2%	-3%	1%
CCn1c(=O)c(C2=NS(=O)(=O)c3ccccc3N2)c(O)c2ccccc21	-15%	5%	14%	1%	-15%	4%	4%	-8%
O=C(Oc1cccc(Br)c1)c1cccnc1	23%	3%	3%	1%	-3%	5%	-18%	-5%
O=C(O)c1cccc(Cn2c(Cl)c(/C=N/NC(=O)c3ccccc3)sc2=O)c1	-11%	-6%	16%	0%	-10%	-4%	-10%	-5%
O=C(c1ccc2c(=O)n3c(nc2c1)CCCCC3)N1CCN(c2ccc(F)cc2)CC1	17%	-6%	5%	-1%	-9%	1%	-9%	-1%
CCOC(=O)NC(=O)COC(=O)c1ccc(Sc2ncn[nH]2)c([N+](=O)[O-])c1	4%	0%	6%	-1%	1%	7%	-15%	5%
CCOc1ccc(NC(=O)CNS(=O)(=O)c2ccc(Br)s2)cc1	x	5%	x	-34%	x	x	-3%	2%
Cc1nc2cc(Cl)c(Cl)cc2nc1C	0%	-6%	7%	0%	0%	x	-14%	7%
O=c1c(F)cn(C2CCCO2)c(=O)n1Cc1c(F)cccc1Cl (stereo unspecified)	13%	5%	-2%	-2%	-4%	-11%	-9%	-15%
COc1ccc(CCNC(=O)CCCn2nc(C)c3sc4ccccc4c3c2=O)cc1OC	x	-5%	x	-4%	x	x	u	1%
Cc1ccc2oc(=O)c3cnn(CC(=O)Nc4cc(-c5cccc(F)c5)no4)c3c2c1	-7%	-5%	9%	-1%	-3%	3%	0%	4%
Cc1c(Cl)cccc1NC(=S)N1CCN(S(=O)(=O)c2cccs2)CC1	10%	-4%	8%	0%	-2%	-9%	-7%	6%
CC1CCCC2(C1)NC(=S)N(c1ccccc1)N2 (stereo unspecified)	u	-2%	6%	1%	-22%	15%	u	-11%
O=C(NN=C1CCCC1)c1n[nH]c2c1CCC2	0%	1%	9%	0%[53 µM]	18%	-14%	3%	15%[53 µM]
CCC(=O)N1CCCc2cc(S(=O)(=O)N3CCN(C4CCCCC4)CC3)ccc21	-3%	9%	2%	1%	-1%	-10%	-2%	-19%
CCSc1nnc(NC(=O)Cc2cc(OC)c(OC)c(OC)c2)s1	7%	5%	-3%	-1%	-2%	-2%	-5%	-5%
Cc1cccc(NC(=O)N2CCC(NC(=O)c3ccccc3C)CC2)c1	4%	0%	1%	3%	-16%	1%	-18%	-2%
C/C(=N\Nc1cccc2cccnc12)c1ccc[nH]1	-8%	14%	0%	-5%	-7%	-16%	4.5µM*	-6%

Nine structures already listed, sorted by SMILES length, lowest first:
SMILES	KDM4E inh	Tau fibril FP	RGS12 GoLoco inh	TexasRed fluor	RECQ1 helicase	L3MBTL1 inh	Tau fibril ThT	TRb-SRC2 inh
Nc1ccc(C(=O)Oc2ccccc2)c(O)c1	-1%	8%	11%	-6%	-7%	x	u	3%
CCSc1nnc(NC(=O)Cc2cc(OC)c(OC)c(OC)c2)s1	7%	5%	-3%	-1%	-2%	-2%	-5%	-5%
CCOc1ccc(NC(=O)CNS(=O)(=O)c2ccc(Br)s2)cc1	x	5%	x	-34%	x	x	-3%	2%
CCn1c(=O)c(C2=NS(=O)(=O)c3ccccc3N2)c(O)c2ccccc21	-15%	5%	14%	1%	-15%	4%	4%	-8%
CCC(=O)N1CCCc2cc(S(=O)(=O)N3CCN(C4CCCCC4)CC3)ccc21	-3%	9%	2%	1%	-1%	-10%	-2%	-19%
O=C(O)c1cccc(Cn2c(Cl)c(/C=N/NC(=O)c3ccccc3)sc2=O)c1	-11%	-6%	16%	0%	-10%	-4%	-10%	-5%
NC(=O)CSc1nc2cc([N+](=O)[O-])ccc2n1-c1cccc(C(F)(F)F)c1	5%	-6%	8%	0%	i	-2%	-3%	1%
CCOC(=O)NC(=O)COC(=O)c1ccc(Sc2ncn[nH]2)c([N+](=O)[O-])c1	4%	0%	6%	-1%	1%	7%	-15%	5%
COCCN1C(=O)c2[nH]nc(-c3ccccc3O)c2C1c1ccc(OCc2ccccc2)c(OC)c1 (stereo unspecified)	x	-16%	x	u	x	x	-15%	-6%

Next section.
SMILES	KDM4E inh	Tau fibril FP	RGS12 GoLoco inh	TexasRed fluor	RECQ1 helicase	L3MBTL1 inh	Tau fibril ThT	TRb-SRC2 inh
Cc1cc(C)cc(OCc2cc(=O)n3c(-c4ccccc4)csc3n2)c1	x	2%	x	-5%	x	x	-9%	3%
Oc1cc(Cc2ccccc2)cnc1CN1CCCCC1	8%	-1%	7%	-1%	-7%	-6%	1%	13%
c1ccc(-c2ncnc3nc4n(c23)CCC4)cc1	-4%	2%	0%	0%	0%	x	7%	8%
COc1cccc(CN(C)C(=O)c2ccc(S(=O)(=O)N3CCCC3)cc2)c1OC	-3%	-7%	3%	-3%	i	-1%	-9%	2%
Cc1nccn1-c1ccc(C(F)(F)F)cc1[N+](=O)[O-]	u	-1%	13%	0%	i	-27%	-9%	4%
Cc1ccc(NC(=O)c2c(C(F)(F)F)nn(C)c2SCc2cccc(C(F)(F)F)c2)cc1C	-1%	-5%	5%	-2%	u	5%	-6%	5%
CN(C)S(=O)(=O)c1cccc(C(=O)OCC(=O)Nc2sccc2C(N)=O)c1	0%	-2%	x	1%	-1%	-3%	u	-5%
COC(=O)c1ccc2ccn(CC(=O)NC3CCCCC3)c2c1	u	1%	2%	-3%	-7%	11%	0%	-4%
O=C(Nc1ccc(Br)cc1)c1cc(S(=O)(=O)N2CCc3ccccc32)ccc1F	x	u	x	0%	x	x	8%	0%
COc1ccc(C(=O)C2CCCN(C(=O)c3ccoc3C)C2)cc1F (stereo unspecified)	-1%	4%	6%	-2%	0%	36%[activator]	-12%	-3%
O=C(Nc1cc(F)c(Br)cc1F)c1ccc(Cl)cc1	-2%	-3%	3%	-3%	12%	13%	-1%	2%
CC1=C(C(N)=O)C(c2ccc(F)cc2)n2nc(-c3ccc(N(C)C)cc3)nc2N1 (stereo unspecified)	x	-6%	x	-5%	x	x	u	13%
CC(=O)N1CCOc2cc(S(=O)(=O)Nc3cccc(C(F)(F)F)c3)c(Cl)cc21	x	-10%	x	5%	x	8%	-12%	-3%
Cc1ccc2c(CC(=O)N3CCN(S(=O)(=O)c4ccc5c(c4)OCCO5)CC3)coc2c1	5%	-3%	5%	2%	1%	-4%	-9%	-3%
COc1ccc(Cl)cc1C(=O)OCC(=O)NC(=O)c1cccn1C	2%	-4%	0%	1%	i	x	-14%	0%
COc1cc2c(c(OC)c1OC)CCc1cnoc1-2	u	-6%	-12%	-1%	0%	x	u	-1%
O=C(O)c1cc2c(s1)-c1ccccc1OC2	u	-6%	-16%	-7%	-7%	-1%	-6%	-4%
CC(C)CCNC(=O)c1ccc2nc(CCc3ccccc3)oc2c1	x	-7%	x	1%	x	x	11%	-4%
CC1(C)CC(=O)C(Sc2ccccc2C(=O)O)=C(O)C1	2%	-3%	-7%	0%	0%	u	-7%	0%
CC(=O)Nc1sc(N/N=C\c2cccc(Cl)c2)nc1-c1cccs1	0%	-6%	13%	-3%	-4%	-8%	10µM*	-2%
COc1ccc2nc(C)c(C(N)=O)cc2c1	u	0%	11%	0%	i	4%	-6%	-2%
O=C(Nc1cccc(F)c1)N(Cc1ccc(Cl)cc1)CC(O)C(F)(F)F (stereo unspecified)	-7%	-3%	-1%	-4%	-3%	17%	-16%	-2%
O=C(CNCc1ccc(Cl)cc1)Nc1cccc(C(=O)O)c1	3%	-10%	-5%	3%	-14%	x	-9%	-3%
CC(C)(C)C(=O)OCOP(=O)(OCOC(=O)C(C)(C)C)C(C)(Oc1ccc(O)cc1)P(=O)(OCOC(=O)C(C)(C)C)OCOC(=O)C(C)(C)C	x	8%	-8%	8%	-8%	x	-18%	6%
Cc1cc(C)nc(SCc2cc(=O)c(OC(=O)c3ccco3)co2)n1	-7%	-9%	-2%	-4%	-18%	-2%	-15%	-10%
Cc1cc(=S)[nH]c2ccccc12	1%	-8%	3%	0%	-14%	3%	-19%	-2%
CCC(C)N(C(=O)COC(=O)/C=C/c1ccc(O)c(OC)c1)C1CCS(=O)(=O)C1 (stereo unspecified)	9%	6%	-7%	1%	3%	-9%	-6%	11%
CCOC(=O)c1ccc(NC(=O)CSc2ccc3ccccc3n2)cc1	x	-16%	x	-2%	x	x	u	7%
COc1ccc(NC(=O)c2c(OC)cccc2OC)c(OC)c1	-2%	7%	15%	0%	i	x	u	3%
